# Vif-A3F inh – qHTS for Inhibitors of Vif-A3F Interactions: qHTS; HeLa A3F-eYFP + Vif (tagged APOBEC3F with the HIV-1 protein that degrades it), YFP fluorescence increase; Potency, µM (top dose mostly 46.1 µM), without a hit: at the highest dose activity, negative = active; hit rate 0.2% among 390,000; further: potency means the concentration at half of the fitted maximal effect; % of control where 0% means no effect; nearly all actives have a fitted effect of over 65% in size
#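 HeLa cells stably expressing A3F-eYFP plus Vif, plated and incubated overnight at 37 deg C, then exposed to compounds overnight at 37 deg C. Blocked degradation read as raised yellow fluorescence (Ex 488/Em 500-530).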
# LDHA block – qHTS assay for inhibitors of human lactate dehydrogenase; activity change, % (values are at about 110 or 230 µM); L-lactate dehydrogenase A chain (Homo sapiens), P00338; hit rate 0.15% among 480,000; purified LDHA, NADH/diaphorase-resazurin fluorescence; active compounds read low; in the data active means activity change below about -30%; inconclusive means mostly about -25% to -30%;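 further: plate controls were DMSO wells for no effect and wells without enzyme for full effect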
#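 Resorufin fluorescence (ex540/em590), read at 0 and 20 min after diaphorase/resazurin addition, reports the NADH left after a 5 min room-temperature reaction of 2 nM human LDH5 with 0.06 mM NADH and 0.2 mM pyruvate.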
# ERG-DNA inh – qHTS for Small Molecule Inhibitors of the ERG Ets/DNA interaction. Transcriptional regulator ERG (Homo sapiens), P11308. fluorescence polarization, His-ERG Ets domain / labelled DNA. Potency, µM (top dose mostly 76.9 µM), inactives show top-dose FP activity, negative = inhibition, actives largely listed as inhibitors. hit rate 0.028% among 370,000. AID 624246, 2012; active means well fitted inhibition curve with a large enough effect in the polarisation, with a control signal flat; inconclusive means small, poorly fitted or top-dose-only effect, or effect the other way, or a change in a side signal; inactive means no such curve, though single readings can be large or run the other way; the % refers to the polarisation;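 further: polarization taken with two DNA probes labelled with fluorescein and Texas red; potency means the concentration at half of the fitted maximal effect; % of control where 0% means no effect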
#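 His-tagged ERG Ets domain (1 uM in the protein solution; 300mM KCl, 50mM Tris-HCl, 1mM EDTA, 1mM DTT, pH 7.5) received compound, then a probe mix of 5 nM fluorescein-DNA and 100nM Texas-615-DNA. Fluorescence polarization was read for both dyes.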
# Glioma ERSR ind – qHTS for Inducers of the Endoplasmic Reticulum Stress Response (ERSR) in Human Glioma: qHTS. hit rate 0.02% among 420,000. U87-MG GRP78 promoter luciferase reporter, 16 h. Potency, µM, inactives show at the top dose activation, actives largely listed as activators. AID 602332, 2012; further: potency means the concentration at half of the fitted maximal effect; series mostly up to about 76 µM; % of control where 0% means no effect; nearly all actives have a fitted effect of over 35% in size
#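 Stably transfected U87-MG human glioma cells carrying a GRP78-based luminescent sensor were seeded at 1000 cells/well, pin-dosed with compounds and incubated 16 h. Luciferase reagent was then added, and end-point luminescence was read after 10 min at room temperature.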
# Vif-A3G inh – qHTS for Inhibitors of Vif-A3G Interactions: qHTS; DNA dC->dU-editing enzyme APOBEC-3G (Homo sapiens), Q9HC16; HeLa A3G-eYFP + Vif (tagged APOBEC3G with the HIV-1 protein that degrades it), YFP fluorescence, overnight; Potency, µM (top dose mostly 46.1 µM), for the others: top-dose activity, negative = active, usual class: inhibitors; hit rate 0.076% among 410,000; AID 602310, 2012;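 further: potency means the concentration at half of the fitted maximal effect; on the % scale 0 is the no-effect control and ±100 the full control effect; nearly all actives have a fitted effect of over 60% in size; hits raise eYFP signal because A3G escapes Vif-driven loss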
# Target sequence (Q9HC16 whole entry, looked up): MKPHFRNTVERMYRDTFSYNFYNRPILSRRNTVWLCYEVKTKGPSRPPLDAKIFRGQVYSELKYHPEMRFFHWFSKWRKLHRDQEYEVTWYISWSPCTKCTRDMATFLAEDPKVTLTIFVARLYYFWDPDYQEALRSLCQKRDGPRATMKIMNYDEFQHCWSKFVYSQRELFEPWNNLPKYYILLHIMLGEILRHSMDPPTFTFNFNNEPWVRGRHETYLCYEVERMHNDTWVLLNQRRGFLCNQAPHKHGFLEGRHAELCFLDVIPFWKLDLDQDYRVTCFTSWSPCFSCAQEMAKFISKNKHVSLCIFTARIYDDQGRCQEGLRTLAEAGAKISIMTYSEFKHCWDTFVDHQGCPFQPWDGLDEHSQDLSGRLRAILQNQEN
#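 HeLa cells stably expressing Vif and C-terminally eYFP-tagged A3G, seeded overnight at 37 deg C, then exposed to compound by pintool overnight at 37 deg C. Rise in yellow fluorescence (Ex 488/Em 500-530, Acumen) marks blocked Vif-driven A3G degradation.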
# RGS4 inh – Inhibitors of Regulator of G Protein Signaling (RGS) 4: qHTS; Regulator of G-protein signaling 4 (Homo sapiens), P49798; Transcreener GDP fluorescence polarization, RGS4-accelerated GTP hydrolysis; Potency, µM (highest dose often 114 µM), inactives show top-dose activity change, negative = inhibition, usual class: inhibitors; hit rate 0.039% among 390,000; AID 504845, 2011; further: potency means the concentration at half of the fitted maximal effect; on the % scale 0 is the no-effect control and ±100 the full control effect; nearly all actives have a fitted effect of over 75% in size; some results filed as inactive show a strong effect at the top dose
# Target sequence (P49798 whole entry, looked up): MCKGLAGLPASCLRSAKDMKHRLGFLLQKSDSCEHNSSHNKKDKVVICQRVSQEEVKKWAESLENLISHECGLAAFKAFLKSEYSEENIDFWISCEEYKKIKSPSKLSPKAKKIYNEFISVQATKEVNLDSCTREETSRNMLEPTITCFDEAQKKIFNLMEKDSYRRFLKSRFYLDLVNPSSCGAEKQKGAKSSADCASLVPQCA
#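 MLSMR compounds (23 nl, pin-transferred) preincubated 10 min at room temperature with a 500nM (2x) first reagent, then RGS4 at 900nM (2x) plus Transcreener GDP mix added; fluorescence polarization (620/688 nm) read before and after 90 min at 30 °C.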
# D2 agonist – HTS Assay for Allosteric Agonists of the Human D2 Dopamine Receptor: Primary Screen for Agonists | HEK293 T-REx D2 cells, calcium flux agonist mode | activation, % at 2 µM | hit rate 0.53% among 340,000;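 active means activation over 3 SD above normal in the single-dose calcium agonist read, cut at about 30% in these data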; further: 0% is about no effect
# Target sequence (P14416 whole entry, looked up): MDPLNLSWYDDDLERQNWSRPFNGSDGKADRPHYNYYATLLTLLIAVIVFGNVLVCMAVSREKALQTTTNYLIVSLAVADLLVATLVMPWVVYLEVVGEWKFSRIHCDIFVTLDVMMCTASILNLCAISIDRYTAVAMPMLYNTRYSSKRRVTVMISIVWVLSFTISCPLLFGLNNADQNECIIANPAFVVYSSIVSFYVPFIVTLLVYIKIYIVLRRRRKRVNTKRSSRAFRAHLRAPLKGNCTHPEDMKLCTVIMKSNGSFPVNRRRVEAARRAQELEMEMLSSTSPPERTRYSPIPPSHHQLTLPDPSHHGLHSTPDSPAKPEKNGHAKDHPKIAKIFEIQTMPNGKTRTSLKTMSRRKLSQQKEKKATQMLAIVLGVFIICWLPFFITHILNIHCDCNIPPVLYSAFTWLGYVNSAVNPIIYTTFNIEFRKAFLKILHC
#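 Agonism is scored from calcium flux in a force-coupled, inducible HEK293 cell line expressing D2, read kinetically for 180 s after compound addition against dopamine controls.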
# D2 antagonist – HTS Assay for Allosteric Antagonists of the Human D2 Dopamine Receptor: Primary Screen for Antagonists. D(2) dopamine receptor (Homo sapiens), P14416. HEK293 TREx D2 cells, calcium flux, dopamine EC80. inhibition, % at 10 µM. hit rate 2% among 340,000; in the data active means inhibition above about 30%; further: 0% is about no effect
#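 Cells plated overnight at 30 C with tetracycline; no-wash calcium dye, 30–90 min RT; 10 s baseline; compound pinned; 180 s read; EC80 dopamine added; another 180 s read.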
# ALOX12 inh – Primary qHTS assay for inhibitors of human arachidonate 12S-lipoxygenase (ALOX12): Round 2. Polyunsaturated fatty acid lipoxygenase ALOX12 (Homo sapiens), P18054. purified 12hLO, xylenol orange hydroperoxide absorbance. Potency, µM (doses to about 108 µM), for the others: top-dose activity change, negative = inhibition, usual class: inhibitors. hit rate 1.1% among 580,000. AID 1671190, 2021; further: potency means the concentration at half of the fitted maximal effect; on the % scale 0 is the no-effect control and ±100 the full control effect
#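 Purified human 12hLO at 150 nM in 25 mM Hepes, 0.01% Triton X-100, pH 7.0, preincubated 15 min at room temperature with compound. Reaction started with 40 uM arachidonic acid, 30 min at room temperature. Hydroperoxide measured by Fe-xylenol orange, 573/405 nm absorbance ratio.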
# * = called active by the depositor; ? = inconclusive; / = no result given; & = joins results of further samples; [ ] = remark or other dose. Unless noted, the call rests on the fitted dose curve; in most records, active means well fitted curve in the direction sought with a large enough effect; inconclusive means small, poorly fitted or top-dose-only effect, or another doubt; inactive means no such curve, though single readings can be large; an effect the other way counts as inactive or inconclusive. This is a subset, so the mix of outcomes need not match the whole.
SMILES,Vif-A3F inh,LDHA block,ERG-DNA inh,Glioma ERSR ind,Vif-A3G inh,RGS4 inh,D2 agonist,D2 antagonist,ALOX12 inh
CCN(CC)C(=O)C1=C(C)N(CCCN2CCCC2=O)C(=O)C(CC(=O)NCCCCc2ccccc2)C1 (stereo not given),-12%,0,/,-2%,2%,/,/,/,4%
O=S(=O)(c1cccc(-c2cn3cccnc3n2)c1)N1CCCCCC1,-3%,-1,5%,-2%,-1%,-9%,0.5,3,0%
N#Cc1ccc(OCC(=O)N/N=C/C2CC=CCC2)cc1 (stereo not given),-2%,-1,-6%,-4%,-5%,0%,1.2,-2,217%[activator]
CC(=O)NC(CSC(CC(=O)c1ccco1)c1ccc(C)cc1)C(=O)O (stereo not given),1%,0,7%,?,-1%,-14%,-1.2,-4,?
Cn1c(Cn2c(=O)sc3ccccc32)nnc1SCc1cccc(F)c1,2%,-9,0%,-2%,-1%,23%,0.1,-5,388%[activator]
CCOc1cc(C(=O)OCC(=O)Nc2cc(C)on2)ccc1OCC(C)C,1%,-7,7%,-1%,0%,-12%,0.5,-35,-11%
COc1c(Cl)cc(Cl)cc1C(=O)Nc1ccccc1N1CCN(C(C)=O)CC1,6%,-4,0%,-4%,1%,11%,/,/,0%
Cc1ccc2cccc([N+](=O)[O-])c2n1,-4%,0,/,-6%,0%,/,/,/,0%
Nc1c(Cl)cc(S(N)(=O)=O)cc1S(N)(=O)=O,2%,-8,5%,-4%,-10%,-3%,-0.6,-12,0%
Cc1ccc(CNC(=O)CCCc2nnc3n(C)c(=O)c4sccc4n23)cc1,-2%,-5,1%,-1%,0%,8%,0.8,/,0%
Cn1c(SCc2ccccc2)nnc1-c1c[nH]c2ccccc12,-1%,-2,1%,2%,-1%,-8%,0.5,35*,0%
CCn1c(=O)c2sccc2n2c(CCC(=O)Nc3ccc(OC)cc3OC)nnc12,-6%,-10,2%,0%,1%,19%,-0.8,/,-17%
CC12CCC3c4ccc(O)cc4CCC3C1CCC2=O (stereo not given),-1%,-9,-7%,-1%&0%&-2%,-2%,4%,1.0,12,-25%
COC(C[C@@H](O)C[C@H](O)[C@@H](C)OCc1ccccc1)OC,5%,-13,-2%,-3%,3%,-8%,0.4,-8,-8%
O=C(CCc1ccccc1)Nc1ccccc1C(F)(F)F,-8%,-15,-1%,3%,0%,-1%,/,/,-6%
O=C(Nc1ccc(F)cc1)C1CCCN1S(=O)(=O)c1cccc2nsnc12 (stereo not given),1%,-15,-2%,-4%,-1%,3%,-0.3,1,-1%
O=C(O)c1ccccc1-c1ccccc1C(=O)Nc1ccc2c(c1)CCC2,-6%,-2,-4%,-5%,2%,-2%,0.5,7,0%
COC(=O)c1ccc(C)c(NS(=O)(=O)c2cn(C)nc2C)c1,-3%,1,-5%,-3%,2%,-2%,/,/,-4%
OCCOCCn1c(C2CCCN2c2nc(-c3ccc(F)cc3)cs2)nc2cc(C(F)(F)F)ccc21 (stereo not given),-2%,5,13%,-4%,-16%,1%,/,/,-6%
O=C(CCN1C(=O)c2cccc([N+](=O)[O-])c2C1=O)NC1CCCCCC1,0%,-2,0%,-3%,6%,-5%,/,/,9%
Cc1nc(Nc2ccc(S(=O)(=O)N3CCCCC3C)cc2)c2nnn(Cc3ccccc3)c2n1 (stereo not given),1%,-2,/,3%,-3%,-10%,/,/,0%
Cc1cc(C(F)(F)F)nn1CC(=O)N(C)C1CCCCC1,-2%,-6,0%,1%,-5%,-17%,/,/,0%
COc1ccc(-c2csc(-c3cccs3)n2)cc1OC,10%,-5,-12%,10%,-1%,-26%,2.0,14,?
O=C(CCl)N1N=C(c2cccs2)CC1c1ccco1 (stereo not given),11%,-3,37%[activator],-14%,?,-9%,-1.5,-21,-29%
Cc1cc(CNC(=O)COC(=O)Cn2[nH]c(=O)c3ccccc3c2=O)cc(C)c1O,-9%,-1,8%,-1%,2%,-17%,/,/,9%
CC(=O)c1cccc(N(C(=O)c2csnn2)C(C(=O)NC2CCCC2)c2ccccc2)c1 (stereo not given),5%,-11,-5%,-3%,1%,18%,-1.8,-11,20%
O=C(/C=C/c1c(F)cccc1Cl)Nc1nc2ccccc2[nH]1,10%,1,0%,7%,-4%,-19%,1.2,-2,-2%
O=C(Cn1[nH]c(=O)c2ccccc2c1=O)Nc1cccc(S(=O)(=O)N2CCCCCC2)c1,-13%,-10,0%,-4%,0%,-37%,1.3,-1,2%
CCc1nnc(NC(=O)CSc2nccn2Cc2ccccc2)s1,0%,0,5%,-1%,1%,4%,0.0,/,-6%
CN(C)S(=O)(=O)N1CCC(Oc2ccc(C(=O)NC3Cc4ccccc4C3)cc2)CC1,-14%,-2,-7%,-2%,-13%,-18%,0.1,-5,-15%
CCOC(=O)C1CCN(S(=O)(=O)c2ccc3c4c(cccc24)C(=O)N3CC)CC1,-12%,-5,-1%,4%,2%,-10%,/,/,6%
CC1CC(C)CN(C(=O)CSC2=Nc3ccccc3C3=NC(Cc4c[nH]c5ccccc45)C(=O)N23)C1 (stereo not given),-1%,0,1%,0%,-8%,-14%,1.2,-11,/
COc1ccc(CNC(=O)Cn2c(=O)ccc3cc(S(=O)(=O)N4CCCC4)ccc32)cc1,-1%,-1,2%,-2%,-1%,-1%,-0.5,/,-10%
CC1C(=O)N2CCCc3cc(S(=O)(=O)N4CCN(c5cccc(Cl)c5)CC4)cc1c32 (stereo not given),-9%,-3,-2%,-5%,1%,-10%,0.0,-12,4%
CC(=O)Nc1ccc(OCc2cnc(Cl)s2)cc1,-3%,-8,-3%,-1%,-2%,-7%,-1.6,-3,-6%
C[C@@H]1CN([C@H](C)CO)C(=O)CCCn2nncc2CO[C@@H]1CN(C)S(=O)(=O)c1ccc(C#N)cc1,-10%,0,/,-2%,2%,/,/,/,-59%
CC1CCC(=NNC(=O)Cc2cccn2C)CC1 (stereo not given),-17%,7,3%,1%,2%,-5%,2.5,2,-6%
COc1cc(OC)c(NC(=O)N2CCc3cc(S(=O)(=O)N4CCC(C)CC4)ccc32)cc1Cl,/,0,1%,/,/,1%,-0.3,/,-12%
CC(Oc1ccccc1)C(=O)Nc1nc2c(s1)C(=O)CC(C)(C)C2 (stereo not given),-2%,-1,-1%,-3%,-8%,10%,0.3,-10,0%
COc1ccc(S(=O)(=O)NCc2cccn2Cc2cccc(C)c2)cc1,4%,-12,2%,-2%,1%,-15%,3.2,/,-13%

# Continued; it opens with the three that closed the last part.
SMILES,Vif-A3F inh,LDHA block,ERG-DNA inh,Glioma ERSR ind,Vif-A3G inh,RGS4 inh,D2 agonist,D2 antagonist,ALOX12 inh
COc1cc(OC)c(NC(=O)N2CCc3cc(S(=O)(=O)N4CCC(C)CC4)ccc32)cc1Cl,/,0,1%,/,/,1%,-0.3,/,-12%
CC(Oc1ccccc1)C(=O)Nc1nc2c(s1)C(=O)CC(C)(C)C2 (stereo not given),-2%,-1,-1%,-3%,-8%,10%,0.3,-10,0%
COc1ccc(S(=O)(=O)NCc2cccn2Cc2cccc(C)c2)cc1,4%,-12,2%,-2%,1%,-15%,3.2,/,-13%
Cc1ccc(O)c(CNc2nc3ccccc3[nH]2)c1,0%,-4,-1%,1%,-7%,1%,-0.7,-21,-3%
Cc1cc(C)n(S(=O)(=O)c2ccc(Cl)cc2)n1,0%,-1,-4%,-5%,0%,6%,0.3,-18,?
CCOC(=O)Cc1csc(NC(=O)c2cccc([N+](=O)[O-])c2)n1,-15%,-1,-1%,6%,4%,-12%,0.7,1,-21%
CCOC(=O)c1cc(S(=O)(=O)Nc2c(C)cc(C)cc2C)[nH]n1,-5%,1,6%,2%,-1%,-36%,1.2,/,?
NCCCC[C@H]1CNC(=O)C(=O)N1CC1CCCCC1,4%,-12,3%,-4%,0%,16%,/,/,-14%
Cc1ccc2nc(C)cc(C(=O)N3CCCC(N4CCN(c5ccccc5C)CC4)C3)c2c1 (stereo not given),1%,-15,-8%,-2%,-28%,12%,6.3,-20,0%
Cc1nn(C)c(C)c1C1C(C#N)=C(N)OC2=C1C(=O)CC(C)(C)C2 (stereo not given),-1%,-4,3%,-3%,0%,11%,0.1,-5,5%
CCOC(=O)C1=NN(C(C)=O)C2(CC(=O)N(c3ccc(C)c(C)c3)C2=O)C1 (stereo not given),7%,-2,6%,-3%,-1%,6%,-1.0,-9,4%
COc1ccc2oc(C(=O)NNC(=O)c3ccc(F)cc3)c(C)c2c1,-17%,-8,-8%,4%,-1%,-9%,-0.2,-2,-10%
CCN(CC)S(=O)(=O)c1cc([N+](=O)[O-])ccc1N1CCC(C(N)=O)CC1,0%,-6,-5%,-5%,0%,-11%,0.4,-7,-15%
CC(C)Cc1nc2ccccc2n1CCc1ccccc1,2%,-9,3%,-3%,-6%,-11%,-1.7,-11,-3%
